Screening data: PubChem, National Center for Advancing Translational Sciences (NCATS)
L3MBTL1 block = L3MBTL1 (human) inhibition. Q9Y468. AlphaScreen L3MBTL1–H3K9me1 peptide binding. Potency, µM (top dose mostly 57.1 µM), inactives show at the highest dose activity, negative = inhibition, most hits filed as inhibitors. 230,000 compounds, 0.66% hits. AID 485360; further: on the % scale 0 is the no-effect control and ±100 the full control effect; nearly all actives have a fitted effect of over 60% in size
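Read-out is AlphaScreen signal from streptavidin donor and nickel chelate acceptor beads (10 ug/mL final each) bridging L3MBTL1 (50 nM) and biotinylated K9-monomethylated H3(1-15) peptide (75 nM), after 30 min compound exposure at room temperature.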
Tau fluor cs = counter-screen for tau fibril formation inhibitors | tau K18 P301L Alexa594 fluorescence, heparin fibrillization | Potency, µM (titrated, usually from 57.7 µM), without a hit: top-dose activity change, negative = decrease | 280,000 compounds, 0.93% hits; further: on the % scale 0 is the no-effect control and ±100 the full control effect; nearly all actives have a fitted effect of over 55% in size
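Human K18 P301L tau (15 uM unlabeled plus 0.24 uM Alexa 594-labeled, final) in 100 mM sodium acetate pH 7 was mixed with compound and 20 uM heparin and incubated 6 hr at 37 C.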
HTT ATP protect = cytoprotection in Huntington HTT-Q103 PC12 cell model; PC12 HTT-Q103 induced, cytoprotection, ATP luminescence, 40 h; Potency, µM (top dose mostly 56.4 µM), inactives show cytoprotection (ATP increase), hits mostly activators; 230,000 compounds, 0.14% hits; AID 1471;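 further: % of control where 0% means no effect; nearly all actives have a fitted effect of over 45% in size; toxic huntingtin expression switched on by the ecdysone agonist tebufenozide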
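Quantitative HTS on tebufenozide-induced (100 nM) PC12 cells expressing HTTQ103 exon 1–GFP; compounds tested as a concentration series; survival measured via cellular ATP.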
RECQ1 helicase = blocks DNA unwinding by human RECQ1. P46063. RECQ1 DNA unwinding, red fluorescence kinetic read. Potency, µM (titrated, usually from 57.3 µM), for inactives: at the top dose activity, negative = inhibition, most hits filed as inhibitors. 240,000 compounds, 0.54% hits;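 further: plate controls were vehicle for no effect and no enzyme for full effect; nearly all actives have a fitted effect of over 30% in size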
Target sequence (P46063 whole entry, looked up): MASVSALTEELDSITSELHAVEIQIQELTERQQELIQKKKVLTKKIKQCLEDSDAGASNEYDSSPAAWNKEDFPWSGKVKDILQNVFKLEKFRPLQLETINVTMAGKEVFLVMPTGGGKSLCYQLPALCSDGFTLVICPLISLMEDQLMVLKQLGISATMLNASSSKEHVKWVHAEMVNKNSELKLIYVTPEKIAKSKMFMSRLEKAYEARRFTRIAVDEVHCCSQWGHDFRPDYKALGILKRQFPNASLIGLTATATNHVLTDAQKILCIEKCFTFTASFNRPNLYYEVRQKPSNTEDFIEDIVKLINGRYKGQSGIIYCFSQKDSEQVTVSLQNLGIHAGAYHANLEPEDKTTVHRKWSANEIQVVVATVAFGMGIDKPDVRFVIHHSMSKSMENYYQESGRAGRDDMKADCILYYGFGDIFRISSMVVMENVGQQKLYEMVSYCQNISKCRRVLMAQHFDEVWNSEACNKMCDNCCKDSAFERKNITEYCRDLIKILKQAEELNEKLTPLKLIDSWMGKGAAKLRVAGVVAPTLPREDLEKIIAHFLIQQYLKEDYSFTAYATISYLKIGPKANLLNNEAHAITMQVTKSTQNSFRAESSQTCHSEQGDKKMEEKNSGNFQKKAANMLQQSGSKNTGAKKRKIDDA
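RECQ1T1 50 nM; forked duplex (20 bp + 30-nt ss tails) 200 nM, ATP 2 mM final; pH 8.0, 2 mM MgCl2, 2.5 ug/ml poly(dI-dC); 15 min compound preincubation; discontinuous kinetic read over 2 h at RT.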
Tau ThT inhib = inhibitors of human tau fibril formation, thioflavin T binding; 270,000 compounds, 2.1% hits; AID 1460; recombinant tau K18 P301L (four-repeat tau fragment), heparin-induced fibrillization, ThT fluorescence; Potency, µM (series often up to 57.4 µM), inactives show top-dose activity, negative = inhibition, usual class: inhibitors; P10636; further: on the % scale 0 is the no-effect control and ±100 the full control effect; nearly all actives have a fitted effect of over 55% in size
Target sequence (P10636 561-689 P618L limits assumed): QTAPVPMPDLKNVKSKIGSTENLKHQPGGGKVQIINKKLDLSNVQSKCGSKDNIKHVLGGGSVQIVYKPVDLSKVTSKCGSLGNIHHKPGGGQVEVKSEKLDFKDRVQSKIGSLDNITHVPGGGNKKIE
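K18 P301L tau (15 uM + 0.24 uM Alexa 594-tagged), heparin 20 uM, NaOAc pH 7, 6 h 37 C; ThT 30 uM, 1 h RT, ex 450/em 510 nm.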
Tau FP inhib = tau fibrillization inhibition (FP); AID 1468; 280,000 compounds, 0.39% hits; P10636; Potency, µM (series often up to 57.7 µM), inactives show at the highest dose activity, negative = inhibition, most hits filed as inhibitors; K18 P301L tau heparin fibrillization, Alexa594 FP, 6 h; further: on the % scale 0 is the no-effect control and ±100 the full control effect; nearly all actives have a fitted effect of over 55% in size
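Recombinant K18 P301L […], labeled with Alexa 594 at 0.24 uM over 15 uM unlabeled; heparin inducer 20 uM final; 37 C, 6 hr; FP endpoint.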
TexasRed fluor = Texas Red fluorescence interference in TRb-SRC2 counter-screen; TRb/SRC2 Texas Red total fluorescence interference; Potency, µM (doses to about 106 µM), for inactives: at the top dose fluorescence change, negative = quenching; 280,000 compounds, 0.29% hits; AID 1479; active means well fitted curve in either direction with a large enough effect; inconclusive means small, poorly fitted or top-dose-only effect; further: on the % scale 0 is the no-effect control and ±100 the full control effect
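Human TRb ligand-binding domain at 0.6 uM with 20 nM Texas Red SRC2 peptide in Tris buffer containing 1 uM T3 and 5% DMSO, incubated with compound 5 h at ambient temperature. Total fluorescence (555/632 nm) calculated as parallel + 2 × perpendicular.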
TRb SRC2 PPI = TRbeta-SRC2 interaction inhibition; 280,000 compounds, 0.065% hits; TRbeta-SRC2 peptide binding, fluorescence polarization; receptor liganded with 1 µM T3; AID 1469; Potency, µM (highest dose often 106 µM), for the others: top-dose activity change, negative = inhibition, usual class: inhibitors;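 further: plate controls were bound peptide for no effect and peptide without receptor for full effect; nearly all actives have a fitted effect of over 50% in size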
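Quantitative HTS by FP: 0.6 uM TRb LBD, 20 nM labeled SRC2 20-mer, 1 uM T3, 5% DMSO; 5 hr ambient incubation; % activity per concentration and potencies from concentration series.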
* marks the source's active call; other numbers are inactive results; i = inactive; ? = inconclusive; nt = not tested or not shown; [ ] = remark or other dose. Unless noted, the call rests on the fitted dose curve; in most records, active means well fitted curve in the direction sought with a large enough effect; inconclusive means small, poorly fitted or top-dose-only effect, or another doubt; inactive means no such curve, though single readings can be large; an effect the other way counts as inactive or inconclusive. Potency means the concentration at half of the fitted maximal effect.

mol | L3MBTL1 block | Tau fluor cs | HTT ATP protect | RECQ1 helicase | Tau ThT inhib | Tau FP inhib | TexasRed fluor | TRb SRC2 PPI
Clc1cccc(NCc2nnc(SCc3ccccc3)o2)c1 | 19% | -29% | 5%[10 µM] | -10% | -18% | 10% | 0% | 2%
COC(=O)c1c(N)sc(Cc2ccccc2)c1C | -3% | ? | 7%[10 µM] | -3% | ? | -5% | -2%[53 µM] | 9%[53 µM]
Cc1ccc(CNC(=O)C2CCN(S(=O)(=O)c3ccc4[nH]c(=O)ccc4c3)CC2)cc1 | nt | -7% | nt | nt | 2% | ? | -26% | 1%
COc1ccccc1CNC(=O)CN1C(=O)COc2ccc(S(=O)(=O)Nc3ccccc3)cc21 | nt | -19% | nt | nt | 6% | 3% | -2% | -3%
CCOC(=O)Cn1c2ccc(F)cc2c2nc(C)sc21 | nt | -9% | -6% | -1% | -11% | -3% | -1% | -2%
COC(=O)c1cc(=O)n(-c2ccc(F)cc2)c(=Nc2ccc(F)cc2)s1 | -13% | -19% | nt | -8% | ? | ? | -1% | -7%
CC(c1ccccc1)n1cc(C(=O)NCC2COc3ccccc3O2)nn1 (centres undefined) | 10% | -4% | 17%[10 µM] | 3% | 4% | 3% | -1% | 0%
O=Cc1cn(-c2ccccc2)nc1-c1cccnc1 | 3% | 1% | nt | 9% | 3% | -1% | -3% | 0%
CCCSc1nc(C)cc(C)c1C(N)=O | 6% | -1% | -3% | i | -5% | -7% | 0% | -7%
CC(=O)c1ccc(NC(=O)c2ccc3c(c2)N(Cc2cccc(Cl)c2)C(=O)c2ccccc2S3(=O)=O)cc1 | nt | ? | nt | nt | -10% | 16µM* | -1% | 7%
Cc1c(Cc2ccccc2)sc(/N=C/c2c(O)ccc3ccccc23)c1C(N)=O | -11% | 32µM*[quencher] | 17%[10 µM] | -14% | 28µM* | ? | -1% | 4%
CC1(C)CC2C1CCC1(C)OC2(C)CCC1O (centres undefined) | nt | -11% | nt | i | -6% | -13% | -2% | -1%
COc1ccc(Cn2c(=O)sc3ccccc32)cc1 | nt | -18% | -22% | -1% | -12% | -7% | -1% | -5%
COCCN1Cc2cccc(C(=O)N3CCN(c4ccccc4)CC3)c2C1=O | nt | -4% | 7% | i | -12% | 3% | 4% | -13%
CC(=O)c1cccc(NC(=O)COC(=O)COc2ccccc2C)c1 | 7% | -16% | 10%[10 µM] | 3% | -10% | -5% | -5% | -4%
Nc1cc(=O)nc(SCC(=O)Nc2ccc(F)cc2)n1-c1ccccc1Cl | nt | -15% | nt | nt | -12% | -4% | 6% | 6%
O=C(NC(=S)NCC1CCCO1)c1ccccc1[N+](=O)[O-] (centres undefined) | 50%[activator] | 0% | -20%[10 µM] | i | 5% | -2% | 0% | -1%
COc1ccc(CN2CCN(CC(O)Cn3c4ccccc4c4ccccc43)CC2)cc1 (centres undefined) | 2% | -11% | -8%[10 µM] | -4% | -17% | 3% | -1%[53 µM] | 2%[53 µM]
COc1ccc(NS(=O)(=O)c2ccc(Cl)s2)cn1 | 7% | -8% | 24%[10 µM] | i | -3% | 6% | -4% | -7%
CN(C)Cc1c(O)ccc2c(-c3ccccc3)cc(=O)oc12 | -6% | -5%[2.34 µM] | 8%[10 µM] | i | -10% | 4% | -3% | -2%
O=Cc1ccc(OCc2nnsc2Cl)cc1 | ? | -3% | 27%[10 µM] | 13% | -3% | -6% | 0% | 2%
Cc1cc(Br)ccc1NC(=O)CN1C(=O)c2cccnc2Sc2ccccc21 | nt | -6% | nt | nt | -14% | 13% | -1% | 13%
CCCCOc1ccccc1NC(=O)c1ccco1 | 0% | -20% | 12% | 2% | -16% | -1% | -3% | 13%

For convenience, part of the list above.
mol | L3MBTL1 block | Tau fluor cs | HTT ATP protect | RECQ1 helicase | Tau ThT inhib | Tau FP inhib | TexasRed fluor | TRb SRC2 PPI
Clc1cccc(NCc2nnc(SCc3ccccc3)o2)c1 | 19% | -29% | 5%[10 µM] | -10% | -18% | 10% | 0% | 2%
COC(=O)c1c(N)sc(Cc2ccccc2)c1C | -3% | ? | 7%[10 µM] | -3% | ? | -5% | -2%[53 µM] | 9%[53 µM]
Cc1ccc(CNC(=O)C2CCN(S(=O)(=O)c3ccc4[nH]c(=O)ccc4c3)CC2)cc1 | nt | -7% | nt | nt | 2% | ? | -26% | 1%
COc1ccccc1CNC(=O)CN1C(=O)COc2ccc(S(=O)(=O)Nc3ccccc3)cc21 | nt | -19% | nt | nt | 6% | 3% | -2% | -3%
CCOC(=O)Cn1c2ccc(F)cc2c2nc(C)sc21 | nt | -9% | -6% | -1% | -11% | -3% | -1% | -2%
COC(=O)c1cc(=O)n(-c2ccc(F)cc2)c(=Nc2ccc(F)cc2)s1 | -13% | -19% | nt | -8% | ? | ? | -1% | -7%
CC(c1ccccc1)n1cc(C(=O)NCC2COc3ccccc3O2)nn1 (centres undefined) | 10% | -4% | 17%[10 µM] | 3% | 4% | 3% | -1% | 0%
O=Cc1cn(-c2ccccc2)nc1-c1cccnc1 | 3% | 1% | nt | 9% | 3% | -1% | -3% | 0%
CCCSc1nc(C)cc(C)c1C(N)=O | 6% | -1% | -3% | i | -5% | -7% | 0% | -7%
CC(=O)c1ccc(NC(=O)c2ccc3c(c2)N(Cc2cccc(Cl)c2)C(=O)c2ccccc2S3(=O)=O)cc1 | nt | ? | nt | nt | -10% | 16µM* | -1% | 7%
Cc1c(Cc2ccccc2)sc(/N=C/c2c(O)ccc3ccccc23)c1C(N)=O | -11% | 32µM*[quencher] | 17%[10 µM] | -14% | 28µM* | ? | -1% | 4%

An excerpt; the hit share may differ from the screen's.
